LYP phosphatase – LYP phosphatase inhibitors, primary screen, biochemical, DiFMUP fluorescence, recombinant catalytic domain, 10 µM (AID 606); recombinant LYP catalytic domain, DiFMUP fluorescence; higher % means a stronger effect; inhibition, % at 10 µM, or IC50 in µM where a hit was titrated; 52,000 tested, under 10 active;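 active = IC50 under 40 µM in the dose-response test; inactive = IC50 of 40 µM or more, or never dose-tested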
Bfl-1 displacement – Bfl-1 inhibitors, primary screen, biochemical, fluorescence polarization, FITC-Bid, mouse (AID 432); Bcl-2-related protein A1 (Mus musculus); FITC-Bid BH3 peptide fluorescence polarization displacement; higher % means a stronger effect; displacement, % at 20 µM; hits with a dose series show IC50 in µM; 0.02% of 64,000 active; in the data active = a potency from the dose series; inactive = the rest, 99 in 100 with displacement below about 15%; note: strong numbers were not always called active
HT1080 viability – cytotoxicity in HT1080 fibrosarcoma cells, cell-based, fluorescence readout (AID 620); 0.42% of 87,000 active; HT1080 viability, fluorescence; higher % means a stronger effect; one-dose cytotoxicity, % at 10 µM; EC50 in µM for titrated hits;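 note: cells exposed to compound overnight then 4 h with Alamar Blue; 0% = vehicle DMSO and 100% = killing control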
HPDE-C7K KRASV12 – cytotoxicity in KRAS-transformed pancreatic duct cells, primary screen, cell-based, fluorescence, HTS (AID 431); HPDE-C7K KRASV12 cells, Alamar Blue viability, 48 h; higher % means a stronger effect; one-dose cytotoxicity, % at 10 µM; EC50 in µM for titrated hits; 1.7% of 63,000 active;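 active = compounds whose percent cytotoxicity in the single-dose primary screen, scaled between solvent and toxic-drug controls, exceeds 50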;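 note: 0% = DMSO solvent wells and 100% = doxorubicin-treated wells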
TNAP inhibition – human TNAP enzyme inhibitors, biochemical, luminescent (AID 518); Alkaline phosphatase, tissue-nonspecific isozyme (Homo sapiens); purified TNAP enzyme, luminescent substrate readout; higher % means a stronger effect; 0.09% of 64,000 active; inhibition, % at 20 µM; hits with a dose series show IC50 in µM; in the data active = a potency from the dose series; inactive = the rest, 99 in 100 with inhibition below about 22%;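 note: plate controls were vehicle for no effect and reference inhibitor for full effect; many of its hits are not listed in these tables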
Spn PMK inh – S. pneumoniae PMK inhibitors, primary screen, biochemical, mevalonate pathway, pilot trial included; phosphomevalonate kinase (Streptococcus pneumoniae D39); AID 539, 2006; inhibition, % at 10 µM; purified PMK, PK/LDH-coupled NADH absorbance 340 nm; 0.49% of 65,000 active;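 active = top-ranked compounds by inhibition in the single 10 µM screen, taking a fixed number of the strongest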;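 note: 0% = full reaction with DMSO carrier and 100% = background rate without enzyme reaction; no value below 0 was filed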
MK inhibit – S. pneumoniae MK inhibitors, primary screen, biochemical, PK/LDH-coupled NADH absorbance; mevalonate kinase [Streptococcus pneumoniae D39]; purified MK, PK/LDH-coupled NADH absorbance 340 nm; inhibition, % at 10 µM; 0.48% of 65,000 active; AID 555, 2006;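 active = ranked among the strongest by inhibition in the single 10 µM screen, a fixed top-ranked set picked for dose follow-up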; note: no value below 0 was filed
DPM-DC inhibit – S. pneumoniae DPM-DC inhibitors, primary screen, biochemical, PK/LDH-coupled NADH fluorescence; purified DPM-DC; 0.49% of 65,000 active; calls only at 10 µM; AID 556, 2006; diphosphomevalonate decarboxylase (Streptococcus pneumoniae D39);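 active = the 320 compounds with the highest percent inhibition in the single-dose primary screen, excluding strongly autofluorescent ones, cut at about 32% in these data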;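 note: kinetic rate of NADH fluorescence loss reporting ADP formed by the decarboxylase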
HPDE-C7 cytotoxicity – cytotoxicity in HPDE-C7 cells, cell-based, fluorescence, HTS (AID 430); HPDE-C7 pancreatic duct cells viability, fluorescence; higher % means a stronger effect; cytotoxicity, % at 10 µM, or EC50 in µM where a hit was titrated; 1.8% of 63,000 active;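 note: cells exposed to compound for 48 hours before viability readout; 0% = vehicle and 100% = reference cytotoxic drug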
Spn PMK inh pilot replicates – second read-out of Spn PMK inh, no call of its own (marks repeat the call); inhibition, %; measured here: pilot screen replicates
MK inhibit pilot replicates – second read-out of MK inhibit, no call of its own (marks repeat the call); inhibition, %; measured here: pilot screen replicates
DPM-DC inhibit pilot screen % – also measured in DPM-DC inhibit; calls as there; inhibition, %; measured here: pilot screen trials
* marks the source's active call; other numbers are inactive results; i = inactive; . = no result given; + = active, no number. Cut-off read from the data, not from the text of the source, unless noted: active = cytotoxicity above about 50%; inactive = the rest.

SMILES	LYP phosphatase	Bfl-1 displacement	HT1080 viability	HPDE-C7K KRASV12	TNAP inhibition	Spn PMK inh	MK inhibit	DPM-DC inhibit	HPDE-C7 cytotoxicity	others
O=C(NC1CCCCCC1)c1c(O)c2ccccc2[nH]c1=O	0%	2%	-1%	-14%	10%	1	13	i	-5%
O=C1NCCCC2c3c(cc(Br)c(O)c3Br)OC12N1CCOCC1 (stereo not given)	-15%	-3%	4%	-4%	17%	6	0	i	-6%
CCOc1ccc(NC(=O)C2CCCN(S(=O)(=O)c3c(C)n[nH]c3C)C2)cc1 (stereo not given)	6%	6%	7%	0%	16%	6	11	i	-12%
Cc1ccc2c(c1)NC(=O)C(CC(=O)NCCCN1CCc3ccccc3C1)O2 (stereo not given)	1%	-5%	19%	-7%	7%	0	6	i	-2%
Brc1ccc(Oc2nsnc2N2CCOCC2)cc1	4%	-8%	7%	-3%	6%	13	8	i	0%
Cc1ccc(C)c(C(=O)CC2(O)C(=O)Nc3ccccc32)c1 (stereo not given)	13%	2%	-6%	-10%	24%	8	5	i	-19%	Spn PMK inh pilot replicates=1.0;MK inhibit pilot replicates=2.0;DPM-DC inhibit pilot screen %=0.0
Cc1ccc2c(c1)C1C=CCC1C(C(=O)O)N2 (stereo not given)	1%	39%	.	-14%	12%	3	0	i	-14%
Cn1nc(-c2ccc(Cl)cc2)c2cc(C(=O)NCCCN3CCCC3)sc21	13%	-3%	8%	54%*	12%	6	6	.	70%*
Clc1ccccc1Cn1nnc2c(NCCN3CCOCC3)ncnc21	7%	-2%	11%	-18%	-3%	3	1	i	-6%
CCNc1nc2c(c(=O)[nH]c(=O)n2C)n1Cc1ccc(F)cc1	6%	-4%	-1%	-3%	1%	9	10	i	-19%
CCc1ccc(N2CC(C(=O)OCC(=O)NC3CCS(=O)(=O)C3)CC2=O)cc1 (stereo not given)	0%	7%	0%	-6%	7%	0	5	i	-9%	Spn PMK inh pilot replicates=5.0;MK inhibit pilot replicates=7.0;DPM-DC inhibit pilot screen %=3.5
CCN(CC)S(=O)(=O)c1ccc(O)c(C(=O)OCC(=O)N(C)Cc2ccccc2)c1	.	-7%	6%	6%	9%	12	1	i	-1%
NC1=C(c2ccc(F)cc2)C(=O)CS1	7%	-5%	2%	0%	7%	0	3	i	-2%
COc1ccc(S(=O)(=O)N2CCCN(CC(=O)Nc3ccc4c(c3)OCO4)CC2)cc1	14%	2%	2%	-13%	-2%	0	.	i	-19%
O=C(NCCCN1CCOCC1)c1ccc(Br)cc1	7%	-3%	1%	14%	3%	0	7	i	8%
CCn1c(SCC(=O)c2[nH]c(C)c(C(C)=O)c2C)nnc1-c1cccs1	1%	5%	.	-8%	7%	27*	5	i	1%
CCOC(=O)N1CCN(C(=O)CSc2nnc(-c3ccccc3OC)o2)CC1	11%	0%	-5%	9%	5%	15	0	i	3%
CCn1nc(C(=O)O)c(=O)c2cc3c(cc21)OCO3	3%	2%	-7%	-3%	10%	0	2	i	-3%	Spn PMK inh pilot replicates=1.5;MK inhibit pilot replicates=0.0;DPM-DC inhibit pilot screen %=0.0
Cc1cc(S(=O)(=O)Nc2cccc(O)c2)c(C)s1	23%	-3%	11%	5%	10%	15	0	i	0%
CC1CCC(NC(=O)c2ccc(N3CCCC3=O)cc2)CC1 (stereo not given)	10%	-7%	-2%	-3%	5%	15	0	i	-26%
CCC(=O)N1CCNC(=O)C1CC(=O)Nc1ccc(C)c(Cl)c1 (stereo not given)	-6%	4%	3%	6%	11%	3	4	i	-12%	Spn PMK inh pilot replicates=1.0;MK inhibit pilot replicates=0.0;DPM-DC inhibit pilot screen %=0.0
CCOC(=O)c1cnc(-n2nc(C)cc2C)nc1NC(C)c1ccccc1 (stereo not given)	15%	-5%	-16%	-13%	12%	11	10	i	-19%	Spn PMK inh pilot replicates=0.0;MK inhibit pilot replicates=0.0;DPM-DC inhibit pilot screen %=0.0
CCC(=O)NC(Nc1cccc(C)n1)(C(F)(F)F)C(F)(F)F	12%	-11%	6%	-11%	15%	6	6	i	-14%
CCOC(=O)c1c(C)n(C(=O)c2ccco2)c(=O)n1C(=O)c1ccco1	-5%	-6%	-7%	21%	11%	8	8	i	22%
CCN1C(=O)CC(C(=O)O)SC1=Nc1ccc(OC)cc1 (stereo not given)	1%	-5%	4%	13%	4%	24	0	i	7%
CC1CCN(C(=O)CN2C(=O)C(=O)c3ccccc32)CC1	3%	-8%	-47%	-17%	6%	9	9	i	-23%
Cc1cc(C(=O)O)cc(S(=O)(=O)N2CCOCC2)c1C	.	-7%	4%	-9%	3%	6	2	i	2%
O=C(CSc1nnc(-c2ccncc2)o1)Oc1ccccc1	-21%	6%	7%	8%	16%	13	7	i	7%	Spn PMK inh pilot replicates=1.0;MK inhibit pilot replicates=0.0;DPM-DC inhibit pilot screen %=1.5
CCOc1ccc(-c2nnn(CC(=O)NCc3ccco3)n2)cc1	.	-7%	16%	0%	8%	0	9	i	3%
CCCc1nc2ccccc2c(=O)n1NC(=O)c1c(O)c2cccc3c2n(c1=O)CCC3	14%	3%	-1%	-7%	5%	12	9	i	-6%	Spn PMK inh pilot replicates=3.5;MK inhibit pilot replicates=0.0;DPM-DC inhibit pilot screen %=0.0
O=C(CCCOc1ccc(Cl)cc1)N1CCCCC1	16%	2%	.	-4%	7%	2	4	i	-12%
CC1(C)Cc2nc(N)c(=O)sc2C1	13%	-13%	-7%	-24%	0%	2	6	i	-22%
CC(NC(=O)c1cc(-c2cccs2)on1)c1ccccc1 (stereo not given)	4%	-6%	-11%	0%	12%	7	7	i	2%
O=C(CCNc1n[nH]c(=O)[nH]c1=O)N1CCCCC1	3%	-7%	-6%	-17%	1%	0	3	i	-10%
N=C1C(c2nc3ccccc3s2)=C(O)CN1CCCO	5%	-2%	4%	-5%	10%	16	0	i	-3%
Cc1nnc(SCCn2c(N3CCN(C)CC3)nc3c2c(=O)n(C)c(=O)n3C)s1	0%	-2%	-4%	4%	8%	17	11	i	-5%
CC(=O)Nc1nnc(Cc2ccccc2)s1	.	1%	-8%	-17%	9%	8	9	i	-31%
O=C(Cn1cnc2c(oc3ccccc32)c1=O)NCc1ccco1	.	-7%	33%	-3%	0%	0	0	i	-7%
Cc1ccccc1Cc1c(C)nc2c(C(=O)N3CCN(Cc4ccc5c(c4)OCO5)CC3)cnn2c1C	13%	0%	-9%	-9%	9%	14	0	+	-7%	Spn PMK inh pilot replicates=0.0;MK inhibit pilot replicates=1.0;DPM-DC inhibit pilot screen %=34*
CC1CCCCC12NC(=O)N(CC(=O)c1ccc[nH]1)C2=O (stereo not given)	7%	1%	-9%	0%	11%	16	0	i	0%

Among those listed so far, these contain two or more sulfur atoms.
SMILES	LYP phosphatase	Bfl-1 displacement	HT1080 viability	HPDE-C7K KRASV12	TNAP inhibition	Spn PMK inh	MK inhibit	DPM-DC inhibit	HPDE-C7 cytotoxicity	others
CCn1c(SCC(=O)c2[nH]c(C)c(C(C)=O)c2C)nnc1-c1cccs1	1%	5%	.	-8%	7%	27*	5	i	1%
Cc1cc(S(=O)(=O)Nc2cccc(O)c2)c(C)s1	23%	-3%	11%	5%	10%	15	0	i	0%
Cc1nnc(SCCn2c(N3CCN(C)CC3)nc3c2c(=O)n(C)c(=O)n3C)s1	0%	-2%	-4%	4%	8%	17	11	i	-5%

Following part:
SMILES	LYP phosphatase	Bfl-1 displacement	HT1080 viability	HPDE-C7K KRASV12	TNAP inhibition	Spn PMK inh	MK inhibit	DPM-DC inhibit	HPDE-C7 cytotoxicity	others
Cc1cc(OCc2nn[nH]n2)c2c(-c3ccccc3)cc(=O)oc2c1	.	-1%	-20%	.	17%	0	5	i	.
COC(=O)c1sc2nc(N3CCCCC3)c3c(c2c1N)CC(C)(C)N(C)C3	-7%	1%	-8%	-1%	-2%	2	0	.	9%
O=C(CCC1CCCC1)N1CCN(C2CCCC2)CC1	.	-2%	-12%	4%	8%	12	27	i	-2%
CCCCOc1ccc(-c2nnn(C(C)(C)C(=O)OC)n2)cc1	-6%	4%	-11%	3%	15%	24	0	i	-3%	Spn PMK inh pilot replicates=3.0;MK inhibit pilot replicates=9.0;DPM-DC inhibit pilot screen %=1.5
CSc1nncc(-c2ccc(F)cc2)n1	10%	-7%	15%	-1%	13%	9	11	i	2%
COCc1nnc(NC(=O)c2ccc(S(=O)(=O)N(C)C3CCCCC3)cc2)o1	-6%	6%	-9%	34%	5%	12	3	i	48%
Cc1[nH]nc2c1C(c1ccccc1F)NC2=O (stereo not given)	-15%	6%	-5%	-2%	6%	2	9	i	-5%
COc1ccc(OC)c(S(=O)(=O)N2CCC(C(=O)N3CCc4ccccc4C3)CC2)c1	.	3%	3%	-11%	-4%	1	8	i	3%
CCOc1ccccc1C1N(c2ccc(F)cc2)C(=O)C2CCCN21 (stereo not given)	8%	-3%	1%	4%	8%	17	0	i	-5%	Spn PMK inh pilot replicates=0.0;MK inhibit pilot replicates=1.0;DPM-DC inhibit pilot screen %=0.5
CN1CCN(Cc2ccc(OCc3ccccc3)cc2)CC1	.	3%	-10%	34%	12%	2	9	i	21%
COc1cc2[nH]c(=S)n(CCCN3CCOCC3)c(=O)c2cc1OC	-1%	-2%	-5%	3%	5%	2	12	i	-4%
CCC1SC2=NCCN2C1(O)c1ccc(Cl)cc1 (stereo not given)	-3%	-6%	4%	4%	1%	12	7	i	-17%
c1ccc(Cc2nc(-c3ccccn3)no2)cc1	.	-2%	-4%	-9%	0%	0	12	i	-8%
O=C(O)c1ccc(NC(=O)C2C3CCC(C3)C2C(=O)O)cc1 (stereo not given)	.	-4%	-5%	-1%	4%	13	6	i	9%
COC(=O)COC(=O)c1ccc(O)cc1	.	-8%	4%	-19%	2%	20	12	i	-15%
Cc1cc(C(=O)OCC(=O)N2CCOCC2)c2ccccc2n1	.	5%	-6%	-10%	10%	15	7	i	1%
COC(=O)Cn1c(=NC(=O)CSC(C)=O)sc2ccccc21	-2%	-2%	-6%	-1%	11%	12	3	+	-11%
CCN1C(=O)c2cccc3cccc1c23	.	8%	-3%	6%	14%	3	4	i	9%
COc1cccc(CNC(=O)C2CCCN(c3nn4c(=O)cc(C)nc4s3)C2)c1 (stereo not given)	3%	-1%	-3%	9%	5%	27*	0	i	-6%
CCOc1cc(C2CC(=O)NC3=C2C(=O)C(C(=O)OC)C(C)C3)cc(Br)c1O (stereo not given)	1%	0%	19%	-12%	5%	13	3	i	-17%
CN(C)C(=O)c1ccccc1-c1ccccc1	14%	0%	-2%	-2%	-3%	4	4	i	-10%
CSc1nc(N)nc(SCC(=O)CC(=O)OC(C)C)c1C#N	3%	1%	-13%	23%	17%	14	2	i	17%
COc1ccc(CSc2nnc(C)n2N)cc1Br	8%	0%	-4%	9%	4%	0	8	i	14%

Assay outcomes (PubChem)
